# Screening data: PubChem BioAssay, National Center for Advancing Translational Sciences (NCATS)
# HEK293 viab: reduces viability of HEK-293 SNCA reporter cells; HEK-293-SNCA-luc viability, GF-AFC fluorescence, 24 h; Potency, µM (series often up to 57.1 µM), for inactives: at the top dose activity change, negative = cytotoxicity, actives largely listed as cytotoxic; 150,000 compounds, 0.12% hits;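 also: potency is read from the fitted curve at half-maximal effect; 0% = DMSO-treated cells and -100% = medium-only wells without cells; nearly all actives have a fitted effect of over 30% in size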
#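 Cytotoxicity counterscreen: after 24 h compound treatment of genome-edited SNCA-luciferase HEK-293 cells, live-cell protease substrate GF-AFC read by fluorescence after 30 min; activity scaled between DMSO (0%) and medium-only (-100%), curves Hill-fitted.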
# IP6K1 inhibitor: inhibitors of human IP6K1. IP6K1 kinase, ADP-Glo luminescence, 2 h; active compounds read low. activity change, % (series mostly up to about 58 µM). 140,000 compounds, 0.81% hits. AID 1645851; in the data active = activity change below about -25%
# Target sequence (Q92551 whole entry, looked up): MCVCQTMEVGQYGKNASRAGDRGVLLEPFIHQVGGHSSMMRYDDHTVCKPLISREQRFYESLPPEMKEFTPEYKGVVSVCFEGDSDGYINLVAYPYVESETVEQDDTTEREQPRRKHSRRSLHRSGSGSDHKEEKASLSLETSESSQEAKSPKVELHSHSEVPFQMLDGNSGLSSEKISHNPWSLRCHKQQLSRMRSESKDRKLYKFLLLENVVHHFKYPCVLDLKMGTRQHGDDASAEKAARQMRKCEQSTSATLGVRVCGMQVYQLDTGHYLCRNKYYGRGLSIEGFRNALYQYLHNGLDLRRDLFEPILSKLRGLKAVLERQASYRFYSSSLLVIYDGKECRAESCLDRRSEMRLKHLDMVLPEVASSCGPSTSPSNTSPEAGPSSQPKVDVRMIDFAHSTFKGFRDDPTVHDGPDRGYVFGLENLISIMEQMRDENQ
#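 ADP-Glo luminescence measures ADP made by human IP6K1 during a 2 h RT reaction with ATP/IP6 (mix at 1.3 mM/130 uM); top library doses 57.5 and 19.1 uM final.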
# SNCA expr inhib: SNCA gene expression inhibition | HEK-293 SNCA-luciferase knock-in, luminescence, 24 h | Potency, µM (doses to about 57.2 µM), for inactives: top-dose activity change, negative = inhibition, actives largely listed as inhibitors | 140,000 compounds, 0.17% hits | AID 1671194;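 also: potency is read from the fitted curve at half-maximal effect; plate controls were DMSO cells for no effect and cell-free wells for full effect; nearly all actives have a fitted effect of over 45% in size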
# Luciferase inh: inhibitors of firefly (Photinus pyralis) luciferase; purified P. pyralis luciferase, luminescence, biochemical; P08659; 76,000 compounds, 2.5% hits; Potency, µM (doses to about 115 µM), inactives show top-dose activity change, negative = inhibition, most hits filed as inhibitors; AID 1347043; also: potency is read from the fitted curve at half-maximal effect; nearly all actives have a fitted effect of over 65% in size
#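 Luminescence read by CCD imaging after purified firefly luciferase (10nM final) was added to substrate buffer holding 10uM D-luciferin and 10uM ATP, pH 7.5, pre-dosed with compound.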
# GPT2 inh: inhibitors of human GPT2 alanine aminotransferase; 100,000 compounds, 0.25% hits; Potency, µM (series often up to 57.7 µM), without a hit: at the highest dose activity change, negative = inhibition, most hits filed as inhibitors; Recombinant GPT2, coupled pyruvate oxidase/HRP Amplex Red fluorescence; also: potency is read from the fitted curve at half-maximal effect; nearly all actives have a fitted effect of over 60% in size; many of its hits are not listed in these tables
# Target sequence (Q8TD30 whole entry, looked up): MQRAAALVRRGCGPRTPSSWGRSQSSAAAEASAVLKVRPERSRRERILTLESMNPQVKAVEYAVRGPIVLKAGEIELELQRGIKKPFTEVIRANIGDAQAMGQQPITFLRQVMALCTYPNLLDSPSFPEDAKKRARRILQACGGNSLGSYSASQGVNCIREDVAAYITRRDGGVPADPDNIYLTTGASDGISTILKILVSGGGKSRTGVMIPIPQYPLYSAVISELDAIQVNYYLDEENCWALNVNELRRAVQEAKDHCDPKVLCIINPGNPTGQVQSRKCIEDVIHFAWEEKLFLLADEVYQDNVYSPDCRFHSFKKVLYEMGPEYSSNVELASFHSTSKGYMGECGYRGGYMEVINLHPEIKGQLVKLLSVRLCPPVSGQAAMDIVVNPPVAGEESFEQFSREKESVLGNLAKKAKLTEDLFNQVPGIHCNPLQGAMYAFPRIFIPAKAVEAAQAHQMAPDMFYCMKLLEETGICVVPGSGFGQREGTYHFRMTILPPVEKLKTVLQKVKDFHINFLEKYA
#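 Fluorescence read-out: pyruvate from GPT2 turnover coupled to pyruvate oxidase, HRP and Amplex Red (0.2mM ThPP, 0.2U/mL PO and HRP, 50uM Amplex final). Substrates 250uM a-KG, 2mM L-alanine; enzyme 10ng/uL; 30 min RT.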
# NIH3T3 tox: NIH 3T3 cell cytotoxicity | Potency, µM (doses to about 96.7 µM), for the others: at the top dose activity change, negative = cytotoxicity, usual class: inhibitors | 94,000 compounds, 4.3% hits | NIH 3T3 viability, CellTiter-Glo ATP luminescence, 48-72 h; also: potency is read from the fitted curve at half-maximal effect; nearly all actives have a fitted effect of over 55% in size
#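 Cells were seeded at 400 per well, treated with pin-transferred compound, and kept 48 or 72 hr at 37 °C before CellTiter-Glo addition and luminescence imaging of cellular ATP.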
# HEK cytotox: cytotoxic compounds in HEK 293 cells; HEK 293 viability, ATP luminescence (CellTiter-Glo), 48-72 h; Potency, µM (highest dose often 115 µM), for the others: at the highest dose activity change, negative = cytotoxicity, actives largely listed as inhibitors; 94,000 compounds, 6.6% hits; also: potency is read from the fitted curve at half-maximal effect; nearly all actives have a fitted effect of over 60% in size
#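 Viability of HEK 293 cells, plated at 250 cells/well, was judged by cellular ATP after compound treatment for 48 or 72 hr. Luminescence was imaged 10 min after CellTiter-Glo addition at room temperature.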
# * hit, by the source's call; i = inactive; u = inconclusive; x = not tested or not shown; ! = not confirmed by another sample; [ ] = dose if it differs, or a comment. Unless noted, calls follow the shape of the dose curve; as a rule, active = well fitted curve in the direction sought with a large enough effect; inconclusive = small, poorly fitted or top-dose-only effect, or another doubt; inactive = no such curve, though single readings can be large; an effect the other way counts as inactive or inconclusive. Unless noted, % is scaled to controls: 0 for no effect and ±100 for the full control effect.
SMILES | GPT2 inh | HEK293 viab | Luciferase inh | NIH3T3 tox | HEK cytotox | IP6K1 inhibitor | SNCA expr inhib
Cc1c(C(=O)Nc2ccccc2F)sc2ncnc(N(C)C3CCCCC3)c12 | x | 12.7% | x | x | x | -4.4 | -18.3%
CCOC(=O)c1c(C)[nH]c(C)c1S(=O)(=O)N(C)CC(=O)NCc1ccc(C)cc1 | x | -11.7% | x | x | x | -9.7 | -12.3%
O=C(Nc1cc(-c2ccncc2)nn1-c1ccccc1)c1ccccc1 | 4.4% | -7.3% | x | u | u | -5.4 | 20.8%
CCN(C(=O)c1cc(S(=O)(=O)N2CCCC2)cn1C)c1ccc(OC)cc1 | x | 7.5% | x | x | x | 27.2 | 93.2%[activator]
Cc1cc(C(F)(F)F)nn1CC(=O)N1CCCCCCNC(=O)CC1 | -14.2% | -7.5% | -5.4% | -15.4% | -6.9% | -6.1 | 13.4%
O=C(NC1CCCC1)c1cc(C2CC2)nc2onc(C3CCCNC3)c12 (stereo not drawn) | i | -4.8% | x | -1.4% | -13.1% | 3.5 | 1.8%
CCOc1cccc(C2c3c(oc4ccc(F)cc4c3=O)C(=O)N2c2cc(C)ccn2)c1 (stereo not drawn) | x | 6.6% | x | x | x | -5.2 | u
CC(=O)Nc1ccc(C(=O)N2CCC3(CC2)CC(NC(C)=O)c2ccccc23)cc1 (stereo not drawn) | -0.6% | -4.7% | x | i | i | 9.2 | -18.4%
COc1cccc(-c2nc(SCC(=O)NC3CCCC3)c(-c3ccccc3)[nH]2)c1 | x | u | x | x | x | 2.5 | -18.6%
COC(=O)[C@@H]1Cc2c([nH]c3ccccc23)[C@H]2C[C@H](NCCc3cnc[nH]3)C[C@@H](c3ccccc3F)N21 | -1.9% | u | -3.8% | u | 22.4µM* | -16.2 | u
CCOC(=O)c1ccc(N2C(=O)c3n[nH]c(-c4ccco4)c3C2c2ccc(OC)cc2OC)cc1 (stereo not drawn) | x | u | x | x | x | -13.5 | u
O=C(CCc1conc1-c1ccccc1F)NCC1CCCCC1 | -0.9% | -4.7% | 2.9% | -20.4% | u | 36.8 | 2.0%
COc1ccc(C(=O)N2CC(=O)Nc3ccc(C)cc3C2c2ccccc2)cc1OC (stereo not drawn) | x | 4.1% | x | x | x | 1.9 | 19.6%
COc1ccccc1C(=O)NCCn1cc(SCC(=O)Nc2ccccc2F)c2ccccc21 | x | -6.9% | x | x | x | 15.9 | -11.1%
CN(Cc1cccnc1)C1CN(C(=O)c2ccnn2C)C1 | i | 6.1% | -5.3% | i | -5.3% | 6.8 | 6.2%
NC(=O)CNC(=O)C1=C[C@@H](NC(=O)c2ccc(F)c(Cl)c2)[C@@H](O)[C@H](O)C1 | 2.4%[88.5 µM] | 5.0%[87.6 µM] | -1.5%[172 µM] | -1.0%[174 µM] | i | 2.1 | 8.1%[87.6 µM]
Cc1cnc(-c2cccnc2)n1CC1CCN(C2CCOCC2)CC1 | i | -1.7% | x | -7.5% | i | 12.2 | 0.9%
COCC(=O)N1CCN(C2CCN(Cc3ccccn3)C2=O)CC1 (stereo not drawn) | i | 8.5% | -2.2% | -2.7% | -5.0% | 3.7 | 17.4%
CCOC(=O)CSc1nc2c(sc3ccccc32)c(=O)n1Cc1ccc(OC)cc1 | x | -19.3% | x | x | x | 12.1 | -6.0%
O=C(NCc1cc(F)cc(F)c1)C1CCN(C(=O)c2ncn3c2COC(c2ccc(F)cc2)C3)CC1 (stereo not drawn) | i | -5.1% | u | -0.2% | -18.6% | -8.1 | u
CN1Cc2ccccc2N(CC(O)Cc2ccccc2)CCC1=O (stereo not drawn) | x | x | x | u | -21.0% | -10.9 | x
COC(=O)Cn1c(=O)c2c(nc3n2CCN3c2cccc(C)c2)n(C)c1=O | x | 7.2% | x | x | x | 19.7 | 11.1%
COc1cccc(CC(=O)N2CCC(N3C(=O)CCC3C(=O)NCc3ccccc3)CC2)c1 (stereo not drawn) | i | 8.2% | 0.4% | -14.4% | -19.9% | 25.4 | -4.9%
COc1ccc(C(=O)N2CCOCC3(CN(Cc4cccc(Cl)c4)C3)C2)cc1OC | -12.8%[88.5 µM] | -24.8%[87.6 µM] | -2.9%[172 µM] | u | 44.7µM* | 25.2 | u
CO[C@H]1C(=O)N(C2CCN(C(=O)Cc3cccc(F)c3)CC2)[C@H]1c1ccncc1 | -39.6% | -1.2% | x | -20.7% | -9.4% | 1.8 | -22.2%
COCCN1CCOc2nc(-c3cccc(OC)c3F)ncc2C1=O | i | -3.6%[87.6 µM] | -47.3%[172 µM] | u | -30.4%[172 µM] | -9.3 | -55.8%[87.6 µM]
O=C1COc2ccc(-c3ccoc3)nc2CN1Cc1ccc(C(F)(F)F)cc1 | i | -10.2%[87.6 µM] | -13.0%[172 µM] | 79.4µM* | u | -28.7* | -20.1%[87.6 µM]
Cc1ccccc1C(=O)N(C)C(C)c1cccs1 (stereo not drawn) | i | -10.0%[87.6 µM] | -4.6%[172 µM] | -23.1%[138 µM] | u | 1.2 | -25.2%[87.6 µM]
COc1ccc2c(c1)CCN=C2C[C@H]1CN(C(=O)CC(C)(C)C)CC[C@H]1CC(=O)O | -6.1%[88.5 µM] | 11.2%[87.6 µM] | 0.9%[172 µM] | -2.5%[174 µM] | -17.0%[172 µM] | 16.6 | 21.5%[87.6 µM]
COc1ccccc1-n1cc(-c2ccnc(N3CCCN(C(C)=O)CC3)n2)cn1 | 3.4% | -29.3% | -23.4% | u | u | 20.7 | 7.3%
O=C(NC1CCCC1)C1CCCN1c1nccc(Nc2ccccc2F)n1 (stereo not drawn) | i | -10.2%[12.5 µM] | x | -35.1% | u | -3.1 | 6.7%
NC(=O)NC1N=C([O][Al])NC1=O (stereo not drawn) | i | -24.8%[23.9 µM] | x | x | x | -30.6* | -36.5%[25.6 µM]
Cc1nc(N2CCC(NCCc3n[nH]c(=O)[nH]3)CC2)c2ccsc2n1 | 3.6% | 1.3% | -1.4% | i | i | 23.9 | 4.1%
O=C1NC2(CCN(Cc3cncs3)C2)Oc2ccccc21 (stereo not drawn) | i | 5.1%[87.6 µM] | -16.7%[172 µM] | -16.2%[138 µM] | -6.6%[172 µM] | 13.1 | -14.6%[87.6 µM]
CCc1nc2nccc(-c3ccc4c(c3)OCCCO4)n2n1 | i | -1.4% | u | u | u | 3.8 | 18.8%
CCCCNC(=O)CSc1nc2n[nH]c(C)c2c(=N)n1-c1ccccc1CC | x | -21.1% | x | x | x | -8.9 | -6.6%
CC(C)c1ccc(CN2CCC(CNS(=O)(=O)C3CC3)C2)cc1 (stereo not drawn) | i | 5.3% | -1.8% | -7.9% | -24.2% | -8.2 | 9.4%
CCC(=O)N1c2ccccc2CC1C(=O)NCCc1ccccc1Cl (stereo not drawn) | x | 6.1% | x | x | x | 47.6 | 34.5%[activator]
NC(=O)N1CCCC(C(=O)N2CCCN(c3ccc(F)cc3)CC2)C1 (stereo not drawn) | -9.7% | 2.8% | 13.9% | 0.7% | 0.8% | 0.3 | -9.0%
Cc1ccc(Oc2coc3cc(OCC(=O)NC4CCCCC4)ccc3c2=O)cc1 | x | 7.7% | x | x | x | 10.1 | 4.7%
COc1ccccc1CCC(=O)N1C[C@H](N)C[C@H]1C(=O)NC(C)C | 1.3% | -1.7% | 5.0% | 2.1% | 1.8% | -1.3 | -20.2%
Cc1ccc(-c2ncc(C(=O)Nc3cc(F)cc(F)c3)c(-c3ccncc3)n2)cc1 | i | -10.1% | 15.5% | u | u | 13.2 | 2.1%
COC(=O)[C@@H]1C[C@H](NC(=O)CSC23CC4CC(CC(C4)C2)C3)CN1C | u | 5.7% | 3.3% | -14.3% | u | -11.5 | -5.5%
O=C(NCc1ccccc1F)[C@H]1CN(Cc2ccccc2)C[C@H]1C(=O)O | i | 5.7% | -16.3% | u | u | -6.1 | -27.2%
COc1cc(CNCCSc2nnnn2C)ccc1OCc1ccc(F)cc1 | x | -33.0% | x | x | x | 8.6 | 52.7%[activator]
COc1cccc(NC(=O)C(=O)NCCc2csc(-c3ccc(C(F)(F)F)cc3)n2)c1 | x | 10.2% | x | x | x | -21.9 | 126.2%[activator]
CCCNC(=O)N(C1CCOCC1)C1CCN(C(=O)c2cccc(OC)c2)CC1 | -1.3% | 0.6% | x | i | 0.3% | 3.9 | u
O=C1c2[nH]nc(-c3ccccc3O)c2C(c2cccc(OCc3ccccc3)c2)N1CCCO (stereo not drawn) | x | u | x | x | x | 4.0 | u
CCn1nccc1C(=O)N1CCC(N2C[C@H](O)C[C@H]2C(=O)NCc2cccc(OC)c2)CC1 | -32.9% | 0.5% | 0.0% | -19.6% | 0.7% | 2.7 | -10.5%
CC1CC(=O)C2=C(CCC3(O)C(O)c4c(O)cccc4C(=O)C23O)C1 (stereo not drawn) | i | -13.4% | x | x | x | -3.7 | x
C=C(C(=O)O)[C@H]1C[C@]2(C)C(=O)CC[C@]23O[C@H]1C[C@@H]3C | -14.9% | -14.0% | x | x | x | -8.3 | x
COCCN1C(=O)CS(=O)(=O)C12CCN(C(=O)c1cc(Cl)ccc1OC)CC2 | -20.1% | -3.3% | -2.2% | -17.2% | -15.4% | 23.6 | 1.5%
O=S(=O)(N[C@@H]1CCOC[C@H]1O)c1cccc(C(F)(F)F)c1 | i | -1.2% | 5.9% | -0.2% | -5.5% | -8.5 | 0.5%
O=C(CCC[C@@H]1[C@H]2CCCN3CCC[C@@H](CN1Cc1ccccc1)[C@@H]23)N1CCCC1 | i | -4.2% | 3.8% | u | -15.6% | -5.5 | -3.4%
O=C(NCCCN1CCOCC1)c1ccc2c(c1)N(Cc1ccccc1)C(=O)c1ccccc1S2 | x | -29.8% | x | x | x | 7.7 | -21.5%
O=C(O)C(Cc1cc(I)c(O)c(I)c1)c1ccccc1 (stereo not drawn) | -15.7% | -27.5%[23.9 µM] | x | x | x | 25.5 | 7.6%[25.6 µM]
CCn1nccc1C(=O)N1CCCC(c2noc(COc3ccccc3)n2)C1 (stereo not drawn) | i | 0.8%[12.5 µM] | -8.5% | -28.8% | u | 19.6 | 8.6%
O=c1cc(CN2CCOCC2)occ1OCCCCCSc1ccnc2cc(C(F)(F)F)ccc12 | u | 29.9µM*! | x | x | x | -23.6 | u

# Some of the entries so far, with two lines to a compound.
# Below each compound – GPT2 inh, HEK293 viab, Luciferase inh, NIH3T3 tox, HEK cytotox, IP6K1 inhibitor, SNCA expr inhib
> CC(C)c1ccc(CN2CCC(CNS(=O)(=O)C3CC3)C2)cc1 (stereo not drawn)
    i, 5.3%, -1.8%, -7.9%, -24.2%, -8.2, 9.4%
> CCC(=O)N1c2ccccc2CC1C(=O)NCCc1ccccc1Cl (stereo not drawn)
    x, 6.1%, x, x, x, 47.6, 34.5%[activator]
> NC(=O)N1CCCC(C(=O)N2CCCN(c3ccc(F)cc3)CC2)C1 (stereo not drawn)
    -9.7%, 2.8%, 13.9%, 0.7%, 0.8%, 0.3, -9.0%

# Some of the compounds tested (hit frequency here may not be typical).
